Wnt act: Wnt/beta-catenin pathway activators, primary screen, cell-based, plate reader, single point | Wnt/beta-catenin reporter cell assay, activator | activation, % at 9.35 µM | hit rate 1.2% among 300,000; in the data active = activation above about 30%, passing the limit was not always enough;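 also: 0% = neutral control wells and 100% = positive control wells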
* marks the source's active call; other numbers are inactive results.

SMILES	Wnt act
CC(C)CCNC(=O)[C@@H](Cc1ccccc1)NC(=O)[C@H]1O[C@@H](n2ccc(=O)[nH]c2=O)[C@H](O)[C@@H]1O	13
Cc1ccc2nc3n(c(=O)c2c1)-c1cc(Cl)ccc1C(=O)NC3Cc1ccccc1 (configuration not stated)	2
CC(=O)Nc1cccc(-c2ccnc3c2CC(C(=O)NCCc2ccccc2)O3)c1 (configuration not stated)	-1
CC(C)C[C@H]1CNC(=O)C(=O)N1C[C@H]1CCCN1C[C@H](CC(C)C)N1C[C@H](Cc2ccccc2)N(CCc2ccccc2)C(=O)C1=O	-1
CC1(C(=O)Nc2cnc3ccccc3c2)CCN1C(=O)C/C=C/c1ccccc1 (configuration not stated)	-2
CCOC(=O)C[C@@H]1OC[C@H](C)N1S(=O)(=O)c1ccc(C)cc1	-2
CC(C)(C)NC(=O)C1c2ccccc2OCC(=O)N1CCc1ccccc1 (configuration not stated)	-4
c1cn2c(-c3ccc(N4CCOCC4)cc3)cncc2n1	-2
CN(C(=O)CCc1cn(C)c2ccccc12)c1ccc(Oc2cccnc2)cc1	-6
COc1cccc(-c2cc3nc(Nc4ccc(OC)c(OC)c4)n(C)c(=O)c3s2)c1	0
CCCCCCN(C(=O)CCCCCN1C(=O)NC(c2ccc([N+](=O)[O-])cc2)C(C(=O)OCc2ccccc2)=C1C)C(C(=O)NCCCC)c1ccc(OCC(=O)OC)c(C(=O)OC)c1 (configuration not stated)	-10
COC1=CC(=O)OC(c2ccc(C(F)(F)F)cc2)C1 (configuration not stated)	1
C[C@@H]1COc2cc(N(C)CCO)ccc2S(=O)(=O)N1	-4
CC1(C)OC(=O)C2=C(C[C@@H](CCc3ccccc3)O[C@H]2CCc2cccc(Cl)c2)O1	-2
CCCc1nc2c(C)cc(Br)cn2c1Cc1cccc(Cl)c1	-2
COc1ccc(C(C(=O)NC2CCCC2)n2c(Cc3cc(F)cc(F)c3)nc3ccccc32)cc1 (configuration not stated)	1
CC1(C(=O)Nc2ccc(Cl)c(C(F)(F)F)c2)Cc2c(-c3ccc4c(c3)OCO4)ccnc2O1 (configuration not stated)	-1
Cc1cc(NCCc2c[nH]c3ccccc23)ccc1Oc1cccnc1	-7
CCCCCCCCN1C(=O)[C@@H](CC(=O)N2CCC(c3ccccc3)CC2)C[C@@]2(C(=O)OC)C1=C[C@H](C1CCCC1)O[C@@H]2C	-9
COc1ccc(OC)c(C(O)c2ncc(-c3ccccc3OC)[nH]2)c1 (configuration not stated)	-3
CCOC(=O)C1CCCN(C(=O)c2cc(C)oc2C)CC1 (configuration not stated)	-7
Nc1nc2ncccn2c1-c1ccc(C(F)(F)F)cc1	-2
CCCCC[C@H](C)N1C[C@@H](COCc2ccccc2)Oc2cc(N3CC[C@@H](O)C3)ccc2S1(=O)=O	1
O=C(O)CC(NC(=O)Cc1ccc(Cl)cc1)c1ccco1 (configuration not stated)	-2
COc1ccc(CC(N)c2csc(NC(=O)Nc3ccccc3C(C)(C)C)n2)cc1 (configuration not stated)	-3

Some of the entries so far, in markdown:
| SMILES | Wnt act |
| --- | --- |
| CCCCCCN(C(=O)CCCCCN1C(=O)NC(c2ccc([N+](=O)[O-])cc2)C(C(=O)OCc2ccccc2)=C1C)C(C(=O)NCCCC)c1ccc(OCC(=O)OC)c(C(=O)OC)c1 (configuration not stated) | -10 |
| COC1=CC(=O)OC(c2ccc(C(F)(F)F)cc2)C1 (configuration not stated) | 1 |

The listing picks up with the six entries that preceded the break.
SMILES	Wnt act
COc1ccc(OC)c(C(O)c2ncc(-c3ccccc3OC)[nH]2)c1 (configuration not stated)	-3
CCOC(=O)C1CCCN(C(=O)c2cc(C)oc2C)CC1 (configuration not stated)	-7
Nc1nc2ncccn2c1-c1ccc(C(F)(F)F)cc1	-2
CCCCC[C@H](C)N1C[C@@H](COCc2ccccc2)Oc2cc(N3CC[C@@H](O)C3)ccc2S1(=O)=O	1
O=C(O)CC(NC(=O)Cc1ccc(Cl)cc1)c1ccco1 (configuration not stated)	-2
COc1ccc(CC(N)c2csc(NC(=O)Nc3ccccc3C(C)(C)C)n2)cc1 (configuration not stated)	-3
Cn1c(=O)c2cc(NC(=S)NC3CC3)ccc2n1C/C=C/c1ccccc1	-1
CCc1ccccc1Oc1nc(NC(C)C)nc2ccsc12	-2
CC1(C)OC(=O)C2=C(C[C@@H](CCc3ccccc3)O[C@@H]2c2ccc(F)cc2)O1	-4
O=C(NCC1CCCO1)C(c1ccc(F)cc1)N(CCCN1CCOCC1)C(=O)c1ccc(-c2ccccc2)[nH]1 (configuration not stated)	-2
CCCNC(=O)C1(C)CCCN(CC(=O)c2ccc3c(c2)OCCO3)C1 (configuration not stated)	-2
Cc1cc2oc(=O)cc(CN3CCCC3)c2cc1Cl	0
O=C(NC(c1ccc(-c2ccccc2)cc1)c1cnccn1)C1CCN(Cc2ccc3c(c2)OCO3)CC1 (configuration not stated)	-1
Cc1ccc(S(=O)(=O)N2[C@H](CC(=O)c3cccs3)OC[C@@H]2C)cc1	3
CC(C)(C)c1ccc(C(=O)N2CCC2(C)C(=O)NCCC#N)cc1 (configuration not stated)	-5
OC(c1ccc(F)cc1)c1nc(-c2ccoc2)cs1 (configuration not stated)	-3
CC(N)c1csc(Nc2ccc(S(C)(=O)=O)cc2)n1 (configuration not stated)	2
CCOc1ccc(NC(=O)c2ccc(NC(=O)c3ccc(NC(N)=O)cc3)cc2)cc1	-3
O=C1NC[C@@H](CCCCN2C[C@H](Cc3ccc(O)cc3)N(CCC3CCCCC3)C(=O)C2=O)N(CCc2ccc(O)cc2)C1=O	2
CCOc1ccc(Cl)cc1-c1cc(C(=O)NCC2CCCCC2)[nH]n1	-5
COc1ccc(OC)c(NC(=O)C2(C)CCN2C(=O)CCC2CCCC2)c1 (configuration not stated)	-1
O=C(O)[C@H](Cc1ccccc1)NC(=O)[C@H]1O[C@@H](n2ccc(=O)[nH]c2=O)[C@H](O)[C@@H]1O	-4
CCc1nc2c(OCC(=O)C(C)(C)C)cccn2c1N(C)C(=O)CC(C)C	0
CC(CNC(=O)[C@@H](Cc1ccccc1)NC(=O)CC[C@H]1O[C@@H](n2ccc(=O)[nH]c2=O)[C@H](O)[C@@H]1O)c1ccccc1 (some centres not stated)	-1
CC(=O)c1cccc(-c2ccnc3c2CC(C(=O)Nc2cccnc2)O3)c1 (configuration not stated)	-1
Cc1cc2nc(-c3nnnn3Cc3ccccc3)c(=O)[nH]c2cc1C	-1
CCCc1nc2cc(C)c(Br)c(C)n2c1Cc1ccccc1OC	-4
CCc1ccc([C@@H]2CC(=O)[C@@H]3CN(S(=O)(=O)c4ccc(Cl)cc4)[C@H](c4ccc(C)cc4)C[C@@H]3N2S(=O)(=O)c2ccc(C)cc2)cc1	-4
COc1cc(C(O)c2nc(-c3cnn(C)c3)cs2)ccc1F (configuration not stated)	-6
CC(C(=O)N=Nc1c(O)n(C)c2ccc(Br)cc12)n1cnc2ccccc2c1=O (configuration not stated)	1
CCc1cccc(Nc2cc(C)n(-c3cccc(CC)c3)c(=O)c2)c1	6

Later entries.
SMILES	Wnt act
CC(C)S(=O)(=O)NC(=O)C1(C)CCN1C(=O)Cc1ccccc1 (configuration not stated)	19
CC1(C(=O)NCCc2c[nH]c3ccccc23)CCN1CC1CCCCC1 (configuration not stated)	-1
CC1(C(=O)NS(=O)(=O)c2cccc(C#N)c2)CCN1C(=O)CC1CCCC1 (configuration not stated)	-1
CN(c1cccnc1)c1ccc(NC(=O)Cc2c[nH]c3ccccc23)cc1Br	4
CC(C)C[C@H](NC(=O)c1nccs1)C(=O)N1CCC[C@H]1C(=O)NCc1ccccc1	0
COC(=O)[C@@]1(Cc2ccc(F)cc2)[C@H]2c3cc(C(=O)N4CCCC4)n(Cc4ccccc4)c3C[C@H]2CN1C(=O)c1ccccc1	-5
CC1(C(=O)NS(=O)(=O)c2ccc(C#N)cc2)CCN1C(=O)c1cccc2ccccc12 (configuration not stated)	-2
COC(=O)C1=C(C)N(C)C(=NCc2ccccc2)NC1c1ccc(F)cc1 (configuration not stated)	-2
c1cnc2c(-c3ccc4nccn4c3)cccc2c1	-1
C=CCN=Cc1sc2ccc(OCC)cc2c1O	3
O=C(c1[nH]c(C(F)(F)F)nc1-c1ccccc1)N1CCCCC1	-3
Cc1cc2nc(C(C)(C)C)c(Cc3ccccc3)n2c(C)c1Br	-3
Cc1ccccc1C(c1ncccc1C)N(C)C(=O)C1CCN(CCOc2ccc(Cl)cc2Cl)CC1 (configuration not stated)	-4
Nc1[nH]c(C(=O)c2ccccc2)c(-c2ccccc2Br)c1C(=O)NCCc1c[nH]c2ccccc12	-4
CCOc1ccc(CCN2C(=S)N([C@@H](Cc3ccccc3)CN3CCCC3CN3C(=S)NC[C@@H]3Cc3ccccc3)C[C@@H]2Cc2ccc(O)cc2)cc1 (some centres not stated)	-2
COc1cccc(C(NC(C)=O)c2nc(-c3cc4ccccc4o3)cs2)c1 (configuration not stated)	0
CC(C)CC(N)c1csc(NC(=O)c2cc(C(C)(C)C)nn2Cc2ccccc2)n1 (configuration not stated)	-9
COC(=O)[C@]12C[C@H](CC(=O)NCc3cccc(C(F)(F)F)c3)C(=O)N(Cc3ccccc3)C1=C[C@H](C(C)(C)C)O[C@@H]2C	-14
O=c1cc(CN2CCCCC2)c2c(ccc3ccccc32)o1	0
c1ccc(Cn2ncc3c(N4CCN(c5ccccc5)CC4)ncnc32)cc1	-3
CCOC(=O)[C@]12CCC=C1N(Cc1ccc3c(c1)OCO3)C(=O)[C@H](CC(=O)N1CCCC1)C2	-2
COC(=O)[C@@]1(Cc2ccc(F)cc2)[C@H]2c3cc(C(=O)N(C)C)n(Cc4ccc(Cl)c(C(F)(F)F)c4)c3C[C@H]2CN1C(=O)c1ccccc1	-8
CC1CCCN(C(=O)Nc2ccc([N+](=O)[O-])cc2)C1 (configuration not stated)	3
CCc1nc2c(OCc3ccc(Cl)cc3)cccn2c1N(C=O)Cc1ccc(OC)cc1	0
COC(=O)C1=C(C(=O)OC)C2CCCC1C1N=NN(c3ccccc3)C21 (configuration not stated)	-1

More results:
SMILES	Wnt act
CC(C)C[C@H]1CNC(=O)C(=O)N1C[C@@H]1CCCN1C[C@H](Cc1ccc(O)cc1)N1C[C@H](Cc2ccccc2)N(CC2CCCCC2)C(=O)C1=O	-4
O=C(OCc1ccccc1)c1c(-c2ccccc2)oc2c1C(OCCO)CCC2 (configuration not stated)	-2
CC(C)CC1OC(C(C)C)Cc2[nH]c(=S)[nH]c(=O)c21 (configuration not stated)	-1
CC(C)C[C@H]1COc2cc(N3CC[C@H](O)C3)ccc2S(=O)(=O)N1	-3
CSc1ccc(-c2ccc3c(c2)c(Sc2ccccc2)c(-c2ccccc2)n3C)cc1	0
Cc1ccc(F)cc1C(=O)N1CCCC(c2cc(C(=O)NCc3ccc(F)cc3)no2)C1 (configuration not stated)	-1
COc1ccc(C(C)(O)c2nc(-c3cnc4ccccc4c3)cs2)cc1 (configuration not stated)	0
CC(C)c1ccc(NC(=O)Nc2nc(C(N)c3ccccc3Cl)cs2)cc1 (configuration not stated)	-10
CC(C)N(C)c1ncnc2c1ncn2[C@H]1CN(Cc2cccnc2)C[C@@H](CO)O1	-3
COCCNc1nc(NCc2ccccc2F)c2sccc2n1	-2
COc1ccc(S(=O)(=O)NC(=O)C2(C)CCN2C(=O)C2(c3ccccc3)CC2)cc1 (configuration not stated)	-2
CC1(C(=O)NS(=O)(=O)c2cccc(Cl)c2)CCN1C(=O)CCc1ccccc1 (configuration not stated)	-3
COc1ccc(CN2C(=O)C(CC(=O)NCCc3ccccn3)CC(C(=O)N3CCOCC3)=C2C)cc1 (configuration not stated)	-1
CCOC(=O)C(C)c1c(C(=O)c2ccc(C)nc2)c2ccccc2n1C (configuration not stated)	2
CC(=O)Nc1cncc(-c2ccccc2C(C)=O)n1	-1
CCOC(=O)C1=CCN(S(=O)(=O)c2ccc(Br)cc2)C1c1ccc(Br)cc1 (configuration not stated)	-1
COc1ccc(C(=O)c2c(-c3ccsc3)oc3ccc(-c4ccc(OC)cc4)cc23)cc1	-4
C(=C\c1ccccc1)/CN1CCN(C(CCc2ccccc2)c2nnnn2-c2ccc3c(c2)OCCO3)CC1 (configuration not stated)	-2
COc1cccc(C(C)(O)c2nc(-c3cnn(C)c3)cs2)c1 (configuration not stated)	-2
O=C(c1[nH]c(C(F)(F)F)nc1-c1ccccc1)N1CCN(c2ncccc2C(F)(F)F)CC1	11
CC1=C(C(=O)N(C(C)C)C(C)C)CC(CC(=O)NCCc2ccccn2)C(=O)N1Cc1ccc(C(C)(C)C)cc1 (configuration not stated)	-2
COCC(=O)Nc1ccc2c(c1)[C@H]1C[C@@H](CC(=O)NCC3CC3)O[C@H](CO)[C@H]1O2	-1
CCC1(C2C=COC=C2)NC(=O)NC1=O (configuration not stated)	-2
COc1ccc(C(=O)N2CCC[C@H]2C(=O)N2CCC[C@@H]2C(=O)NCc2ccccc2)cc1F	-4
CC1(C(=O)NS(C)(=O)=O)CCN1C(=O)C/C=C/c1ccccc1 (configuration not stated)	-3

The list continues.
SMILES	Wnt act
CCNC(=O)C1(C)CCN(C(=O)c2ccccc2OC)C1 (configuration not stated)	-3
CNC(=O)C1(C)Cc2c(-c3ccc4c(c3)OCO4)ccnc2O1 (configuration not stated)	-7
O=C(Nc1ccc2c(c1)OCO2)C1Cc2c(-c3ccc(Cl)cc3)ccnc2O1 (configuration not stated)	2
O=C1c2ccccc2C(=O)C12OC(c1ccccc1)C1(C(=O)c3ccccc3C1=O)C2c1cccc([N+](=O)[O-])c1 (configuration not stated)	2
CC(C)NC(=O)c1cc(C2CCCCN2C(=O)c2ccc(C(C)C)cc2)on1 (configuration not stated)	-2
COc1cccc(Cn2c(Cn3c(-c4cnccn4)nc4ccccc43)nc3ccccc32)c1	2

Ordered by SMILES length (largest number first): part of the list above.
SMILES	Wnt act
O=C1c2ccccc2C(=O)C12OC(c1ccccc1)C1(C(=O)c3ccccc3C1=O)C2c1cccc([N+](=O)[O-])c1 (configuration not stated)	2
O=C(Nc1ccc2c(c1)OCO2)C1Cc2c(-c3ccc(Cl)cc3)ccnc2O1 (configuration not stated)	2
CNC(=O)C1(C)Cc2c(-c3ccc4c(c3)OCO4)ccnc2O1 (configuration not stated)	-7
CCNC(=O)C1(C)CCN(C(=O)c2ccccc2OC)C1 (configuration not stated)	-3

Screens: PubChem BioAssay, Broad Institute

The list is partial (hit frequency here may not be typical).
